Screens: PubChem BioAssay, National Center for Advancing Translational Sciences (NCATS)
G9a block: G9a (human) methyltransferase inhibition | G9a H3K9 monomethylation, AlphaScreen, 2 h | Potency, µM (series often up to 102 µM), for inactives: at the top dose activity, negative = inhibition, hits mostly inhibitors | actives 8.8% (n = 350,000); note: potency is the fitted concentration of half-maximal effect; % is set by controls: 0 for no effect and ±100 for the full control effect; nearly all actives have a fitted effect of over 75% in size
Target sequence (Q96KQ7 913-1193 limits assumed): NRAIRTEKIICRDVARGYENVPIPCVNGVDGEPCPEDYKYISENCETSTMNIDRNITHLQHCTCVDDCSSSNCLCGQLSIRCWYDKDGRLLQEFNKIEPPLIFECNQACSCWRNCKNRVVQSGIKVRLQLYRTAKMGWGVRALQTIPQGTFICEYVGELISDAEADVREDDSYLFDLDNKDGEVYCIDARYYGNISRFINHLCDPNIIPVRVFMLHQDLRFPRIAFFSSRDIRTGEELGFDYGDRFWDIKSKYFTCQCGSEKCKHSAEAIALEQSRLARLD
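G9a (20 nM) was preincubated 15 min with compound, then reacted 2 h at room temperature with 500 nM biotin-H3K9 peptide and 20 µM SAM. Monomethyl-H3K9 detected by AlphaScreen using anti-H3K9me1 antibody.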
HP1b binding inh: inhibitors of HP1-beta chromodomain binding to methylated histone tails | P83916 | AlphaScreen HP1-beta / biotin-H3K9me3 peptide binding | Potency, µM (titrated, usually from 114 µM), for inactives: at the highest dose activity change, negative = inhibition, most hits filed as inhibitors | actives 0.56% (n = 390,000) | AID 540317; note: potency is the fitted concentration of half-maximal effect; nearly all actives have a fitted effect of over 70% in size; inactives centre near 23
Target sequence (P83916 whole entry, looked up): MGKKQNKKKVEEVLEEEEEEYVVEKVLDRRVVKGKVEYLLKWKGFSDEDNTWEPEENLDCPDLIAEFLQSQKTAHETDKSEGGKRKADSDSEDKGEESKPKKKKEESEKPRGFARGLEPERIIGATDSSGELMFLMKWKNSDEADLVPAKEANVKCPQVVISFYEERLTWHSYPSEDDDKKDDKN
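Compound inhibition of the preformed complex between 50 nM HP1-beta and 50 nM biotinylated H3K9me3 peptide was read by AlphaScreen. Buffer was PBS pH 7.4 with 0.01% Tween-20. Incubations ran 30 min at room temperature, with 10 ug/mL donor/acceptor beads.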
JMJD2A Tudor: JMJD2A Tudor domain (human) inhibition; Potency, µM (highest dose often 114 µM), without a hit: at the top dose activity change, negative = inhibition, usual class: inhibitors; actives 4.4% (n = 390,000); AlphaScreen JMJD2A-Tudor / H3K4me3 peptide binding; note: potency is the fitted concentration of half-maximal effect; % is set by controls: 0 for no effect and ±100 for the full control effect; nearly all actives have a fitted effect of over 50% in size
RGS4 inh: blocks human RGS4-accelerated GTP hydrolysis | Transcreener GDP fluorescence polarization, RGS4-accelerated GTP hydrolysis | actives 0.039% (n = 390,000) | AID 504845 | P49798 | Potency, µM (series often up to 114 µM), for inactives: top-dose activity change, negative = inhibition, most hits filed as inhibitors; note: potency is the fitted concentration of half-maximal effect; % is set by controls: 0 for no effect and ±100 for the full control effect; nearly all actives have a fitted effect of over 75% in size; some results filed as inactive show a strong effect at the top dose
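MLSMR compounds (23 nl, pin-transferred) preincubated 10 min at room temperature with a 500nM (2x) first reagent, then RGS4 at 900nM (2x) plus Transcreener GDP mix added; fluorescence polarization (620/688 nm) read before and after 90 min at 30 °C.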
PI4K2A inh: inhibitors of human PI4K2A. actives 0.13% (n = 420,000). Q9BTU6. AID 1346378. activity change, negative = inhibition, % at 76.9 µM. purified PI4K2A, ADP-Glo luminescence, 1 h; hits give low values; in the data active = activity change below about -50%; inconclusive = mostly about -30% to -49%;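 note: -100% = wells without enzyme as full effect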
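In this quantitative HTS, ADP production by PI4K2A was quantified luminescently after 1 h at ambient temperature; 100 microM adenosine served as plate-quality control.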
GLS inhibitor: inhibitors of human glutaminase (GLS); O94925; GLS enzymatic activity, qHTS titration; Potency, µM (series often up to 45.5 µM), inactives show at the top dose activity change, negative = inhibition, actives largely listed as inhibitors; actives 0.21% (n = 410,000); note: potency is the fitted concentration of half-maximal effect; % is set by controls: 0 for no effect and ±100 for the full control effect
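Two-point fluorescence kinetic (t0, 30 min RT) for hKGA; glutamate detected via glutamate oxidase–HRP–Amplex Red. Substrate: 1 mM L-glutamine solution; buffer 45 mM KH2PO4, pH 8.2.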
12-LOX inh: inhibitors of human 12S-lipoxygenase ALOX12; P18054; purified 12hLO, xylenol orange hydroperoxide absorbance; AID 1671190; Potency, µM (top dose mostly 108 µM), for inactives: top-dose activity change, negative = inhibition, most hits filed as inhibitors; actives 1.1% (n = 580,000); note: potency is the fitted concentration of half-maximal effect; % is set by controls: 0 for no effect and ±100 for the full control effect
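Hydroperoxide product was detected by ferrous iron/xylenol orange as the 573 to 405 nm absorbance ratio. Arachidonic acid at 40 uM (final) was turned over for 30 min at room temperature by 150 nM human 12hLO, pH 7.0 Hepes buffer, after 15 min compound preincubation.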
BAZ2B inh: blocks human BAZ2B | actives 4.4% (n = 360,000) | Potency, µM (doses to about 114 µM), inactives show top-dose activity change, negative = inhibition, usual class: inhibitors | AlphaScreen BAZ2B-H3K14Ac peptide displacement; note: potency is the fitted concentration of half-maximal effect; % is set by controls: 0 for no effect and ±100 for the full control effect; nearly all actives have a fitted effect of over 60% in size
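AlphaScreen displacement: compounds (up to 110uM) incubated 30 min at room temperature with a preformed 50 nM BAZ2B/50 nM biotinylated H3K14Ac peptide complex in PBS pH 7.4 with Tween-20. Donor and acceptor beads at 10 ug/mL final added, 20 min light-protected before reading.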
ERG-DNA inh: inhibitors of human ERG Ets domain-DNA interaction | P11308 | fluorescence polarization, His-ERG Ets domain / labelled DNA | Potency, µM (doses to about 76.9 µM), without a hit: top-dose FP activity, negative = inhibition, hits mostly inhibitors | actives 0.028% (n = 370,000) | AID 624246; active = well fitted inhibition curve with a large enough effect in the polarisation, with a control signal flat; inconclusive = small, poorly fitted or top-dose-only effect, or effect the other way, or a change in a side signal; inactive = no such curve, though single readings can be large or run the other way; the % refers to the polarisation;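 note: polarization taken with two DNA probes labelled with fluorescein and Texas red; potency is the fitted concentration of half-maximal effect; % of control where 0% means no effect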
Target sequence (P11308 whole entry, looked up, the tested form may be a part): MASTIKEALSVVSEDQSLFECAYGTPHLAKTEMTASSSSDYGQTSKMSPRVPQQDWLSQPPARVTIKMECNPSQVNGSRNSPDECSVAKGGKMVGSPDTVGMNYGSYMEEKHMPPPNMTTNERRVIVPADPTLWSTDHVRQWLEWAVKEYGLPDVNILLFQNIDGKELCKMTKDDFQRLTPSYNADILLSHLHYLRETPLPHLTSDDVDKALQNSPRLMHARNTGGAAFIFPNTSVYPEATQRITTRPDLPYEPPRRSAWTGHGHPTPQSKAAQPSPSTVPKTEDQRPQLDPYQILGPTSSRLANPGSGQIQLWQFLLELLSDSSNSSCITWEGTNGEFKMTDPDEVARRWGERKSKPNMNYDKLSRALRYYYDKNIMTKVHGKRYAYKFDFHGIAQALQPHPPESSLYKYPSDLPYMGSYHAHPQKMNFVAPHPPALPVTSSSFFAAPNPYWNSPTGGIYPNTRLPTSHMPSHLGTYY
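His-tagged ERG Ets domain (1 uM in the protein solution; 300mM KCl, 50mM Tris-HCl, 1mM EDTA, 1mM DTT, pH 7.5) received compound, then a probe mix of 5 nM fluorescein-DNA and 100nM Texas-615-DNA. Fluorescence polarization was read for both dyes.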
* = called active by the depositor; ? = inconclusive; nt = no result given; & = joins results of further samples; [ ] = remark or other dose. Unless noted, calls come from the whole dose curve; as a rule, active = well fitted curve in the direction sought with a large enough effect; inconclusive = small, poorly fitted or top-dose-only effect, or another doubt; inactive = no such curve, though single readings can be large; an effect the other way counts as inactive or inconclusive.

BAZ2B inh	RGS4 inh	GLS inhibitor	G9a block	HP1b binding inh	JMJD2A Tudor	ERG-DNA inh	PI4K2A inh	12-LOX inh	Compound
-37.1%	-42.8%	4.1%	-13.1%	10.3%	-28.5%	-4.0%	-5.5	?	O=[N+]([O-])c1ccc(Nc2nc(N/N=C/c3cccc(F)c3)nc(N3CCCC3)n2)cc1
6.1%	-7.1%	-10.8%	7.2%[0.501 µM]	49.4%[activator]	0.0%	-19.5%	8.4	-4.6%	O=C(CSc1nc2ccccc2c(=O)n1-c1ccc(F)cc1)NC1CC1
-6.6%	-13.1%	-1.1%	14.3%[59 µM]	33.1%	3.6%	-3.4%	-3.9	0.0%	Cn1cnc([N+](=O)[O-])c1Sc1ccccc1
39.8µM*	-34.7%	2.6%	-47.1%[12.7 µM]	56.2µM*	?	136.0%[activator]	-10.6	0.0%	COc1cc(/C=C2\SC(=S)N(NC(=O)c3ccc(O)cc3)C2=O)ccc1O
-4.8%	-16.5%	2.7%	nt	27.4%	-24.0%	-10.1%	1.6	3.6%	Cn1c(C(=O)N2CCC(C(N)=O)CC2)cc2cc(Cl)ccc21
1.3%	-4.9%	3.2%	-28.2%[59 µM]	34.2%	-7.6%	10.7%	10.3	-3.3%&35.2%	COc1ccc(Br)cc1C1N2CC3(C)CN1CC(C)(C2)C3=O (stereo unspecified)
-29.7%	6.6%	-9.1%	?	23.3%	-1.0%	nt	1.7	-13.1%	CCOC(=O)c1c(C)[nH]c(C(=O)CN2CC(C)OC(C)C2)c1C (stereo unspecified)
-5.9%	-17.0%	-3.6%	14.6%	41.7%[activator]	4.9%	-8.2%	-0.5	-13.9%	c1ccc(-c2cnnc(N3CCCCC3)n2)cc1
-1.3%	9.5%	0.5%	-8.2%[59 µM]	23.9%	-8.3%	nt	0.7	2.4%	Cc1cc(NC(=O)CSc2nc(C(C)C)nc3sc4c(c23)CCCC4)no1
?	-40.1%	0.5%	2.5%[12.7 µM]	-6.3%	-35.3%	-7.9%	-6.3	-28.8%	CCCCN(C(=O)c1cc2c(s1)CCC2)c1c(N)n(CC(C)C)c(=O)[nH]c1=O

BAZ2B inh	RGS4 inh	GLS inhibitor	G9a block	HP1b binding inh	JMJD2A Tudor	ERG-DNA inh	PI4K2A inh	12-LOX inh	Compound
-11.6%	-4.2%	-2.2%	-0.7%	68.8%[activator]	-4.1%	-3.1%	-5.3	1.3%	COc1ccccc1C(C)NC(=O)CCOc1cccc(C)c1 (stereo unspecified)
-19.4%	16.1%	-0.9%	7.6%	19.4%	-14.4%	2.0%	-4.2	13.7%	COc1cc(NC(=O)CN2CCCCCC2)cc(OC)c1
3.8%	-4.2%	16.0%	3.4%	14.0%	?	10.0%	2.1	2.1%	CC(C)CC(c1nnnn1C(C)C)N1CCN(c2ccccc2)CC1 (stereo unspecified)
2.8%	-19.4%[11.4 µM]	13.9%	8.6%[12.7 µM]	53.5%[activator]	-8.4%[11.4 µM]	-1.5%	6.0	0.0%	CCC(=O)N1CCc2cc(S(=O)(=O)NCCCN(CC)Cc3ccccc3)ccc21
-4.3%	3.7%	4.9%	-41.8%[59 µM]	24.5%	-13.9%	nt	5.2	-18.6%	O=C(CN1C(=O)S/C(=C/c2cc(Br)cs2)C1=O)N1CCOCC1
-6.3%	-8.9%	?	?	11.8%	-15.2%	nt	-0.8	?	O=NC1=C(c2c(O)[nH]c3ccccc23)CCCC1
6.8%	4.9%	4.1%	-4.2%[59 µM]	26.8%	2.5%	nt	-0.4	-0.1%[57.4 µM]	COc1ccc[nH]c1=O
-23.6%	27.4%	10.7%	-8.5%[0.0925 µM]	9.4%	-3.5%	11.3%	-3.8	2.7%	CCOC(=O)C1CCN(C(=O)CN2C(=O)c3cccnc3Oc3ccccc32)CC1
-2.7%	-11.2%	-4.0%	3.0%	29.8%	-19.9%	nt	-2.7	-11.1%	O=C(O)c1ccc(Cl)c(S(=O)(=O)N2CCCCCC2)c1
-16.0%	-3.5%	11.9%	7.1%	25.3%	-1.4%	-5.4%	1.1	50.9%&-1.8%	Cn1c(=O)[nH]c(=O)c2c1nc(NCCCO)n2CCOc1ccccc1

BAZ2B inh	RGS4 inh	GLS inhibitor	G9a block	HP1b binding inh	JMJD2A Tudor	ERG-DNA inh	PI4K2A inh	12-LOX inh	Compound
4.8%	-21.3%	24.7%	?	23.9%	-16.6%	-5.5%	-0.2	116.5%[activator]	CCOc1cc(N2CCOCC2)c(OCC)cc1NC(=O)COC(=O)c1ccc(Cl)cc1N
?	9.5%	3.1%	?	12.9%	-24.0%	9.0%	1.2	-22.1%	O=C(COC(=O)CCC(=O)c1cccs1)Nc1ccc(Cl)cn1
-2.8%	-8.7%	-0.2%	?	41.5%[activator]	0.0%	-0.1%	1.6	-1.5%	Cc1cc(C)cc(C(=O)NC(CC(N)=O)c2ccc(N3CCN(C)CC3)c([N+](=O)[O-])c2)c1 (stereo unspecified)
0.4%	23.9%	-0.7%	-32.1%[59 µM]	13.5%	-11.7%	8.3%	0.8	1.4%	Cc1ccc(C2NS(=O)(=O)N=C2N)cc1 (stereo unspecified)
-2.8%	6.0%	13.5%	nt	26.1%	-17.7%	-18.5%	-6.2	-7.8%	CCN(CC)CCn1nc2c3c(cccc3c1=O)-c1ccccc1-2
-14.3%	-19.0%	-1.1%	nt	45.3%	-8.4%	4.4%	2.1	-12.2%	COc1ccccc1NC(=O)c1ccc2snnc2c1
13.6%	-11.2%	-8.3%	11.6%[59 µM]	25.1%	2.6%	nt	-0.2	16.8%	Cc1ccc(C(=O)CSc2nnc(-c3ccccc3)o2)cc1
-29.6%	2.7%	1.9%	-6.2%[59 µM]	6.9%	-11.7%	9.3%	9.8	1.2%	COc1ccc(S(=O)(=O)N(CC(=O)Nc2cccnc2)c2ccccc2OC)cc1
7.0%	-7.2%	12.5%	6.5%	27.5%	4.6%	-8.5%	-7.0	24.6%	CCc1ccc(OCC(=O)N2CCN=C2c2ccccc2)cc1
0.5%	-23.8%	-0.4%	nt	17.5%	-17.6%	-1.2%	-1.2	-17.1%	COc1ccccc1-c1coc2c(CN3C(C)CCCC3C)c(O)ccc2c1=O (stereo unspecified)

BAZ2B inh	RGS4 inh	GLS inhibitor	G9a block	HP1b binding inh	JMJD2A Tudor	ERG-DNA inh	PI4K2A inh	12-LOX inh	Compound
0.2%	0.2%	-4.6%	8.5%	33.0%	-4.9%	-12.3%	-3.2	-11.9%	CCCCNC(=O)N1CCN(c2ccccc2OC)CC1
-3.3%	-6.3%	-8.3%	?	2.7%	?	7.9%	-1.7	?	CCN1CCN(c2ncc3c(n2)CC(c2ccccc2O)CC3=O)CC1 (stereo unspecified)
-2.7%	17.9%	-7.0%	-2.6%[59 µM]	10.9%	-15.3%	3.3%	0.9	?	Cc1ccc(S(=O)(=O)C(CNC(=O)C(=O)NCCc2ccc(Cl)cc2)c2ccco2)cc1 (stereo unspecified)
-38.0%	3.0%	0.7%	?	22.7%	-2.5%	nt	7.2	9.5%	COC(=O)c1nc(NC(=O)c2ccc(Cl)cc2)n[nH]1
-20.0%	38.1%	-2.2%	12.4%	29.0%	6.4%	-21.4%	-1.5	-1.7%&-6.5%	CCCCNC(=O)CCn1nc(-c2ccc(C)cc2)c2ccccc2c1=O
0.8%	15.6%	11.7%	?	38.6%	-9.1%	-5.5%	1.1	219.8%[activator]	O=C(Nc1ccccc1N1CCOCC1)c1ccc(F)c(S(=O)(=O)N2CCOCC2)c1
14.9%	-13.9%	-6.2%	?	15.6%	-15.3%	9.7%	-2.2	7.3%	C=CCSc1ncccc1C(=O)NCCc1ccc(Cl)cc1
-4.1%	-5.9%	-6.1%	-6.9%[59 µM]	27.4%	-17.1%	-1.1%	2.4	15.7%	O=C(N1CCOCC1)C12CC3CC(C1)CC(C(=O)N1CCOCC1)(C3)C2
-0.4%	1.3%	-5.2%	18.4%[0.0925 µM]	58.0%[activator]	-7.9%	12.0%	3.1	-17.7%	Cc1ccc(NC(=O)CN2C(=O)NC(Cc3ccccc3)C2=O)c(Br)c1 (stereo unspecified)
-8.2%	9.9%	-1.4%	2.8%[59 µM]	-2.4%	-9.4%	-14.1%	-3.4	-9.4%	CCOc1cc(C(=O)Nc2ccc(C)cc2C)ccc1OCC(=O)N1CCCCC1

Retrieved by compound from the entries so far, 3 records:
BAZ2B inh	RGS4 inh	GLS inhibitor	G9a block	HP1b binding inh	JMJD2A Tudor	ERG-DNA inh	PI4K2A inh	12-LOX inh	Compound
-4.1%	-5.9%	-6.1%	-6.9%[59 µM]	27.4%	-17.1%	-1.1%	2.4	15.7%	O=C(N1CCOCC1)C12CC3CC(C1)CC(C(=O)N1CCOCC1)(C3)C2
-20.0%	38.1%	-2.2%	12.4%	29.0%	6.4%	-21.4%	-1.5	-1.7%&-6.5%	CCCCNC(=O)CCn1nc(-c2ccc(C)cc2)c2ccccc2c1=O
-0.4%	1.3%	-5.2%	18.4%[0.0925 µM]	58.0%[activator]	-7.9%	12.0%	3.1	-17.7%	Cc1ccc(NC(=O)CN2C(=O)NC(Cc3ccccc3)C2=O)c(Br)c1 (stereo unspecified)

The list is partial (hit frequency here may not be typical).
